Glyco luc inh: increase of ERlucT glycosylation luciferase signal, primary screen, N-linked glycosylation inhibitor project, D54 ERlucT cells, luminescence, set 2. D54 ERlucT glycosylation luciferase reporter, 24 h; percent of 100 nM tunicamycin response. reporter increase, % at 12.5 µM. 360,000 compounds, 0.23% hits. AID 588692, 2011;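 active means mean luciferase reporter signal, scaled so untreated is 0 and the glycosylation-blocking control 100, at or above a set limit in every replicate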;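 further: luciferase carries N-glycosylation sites so blocking glycosylation raises the light; 0% = median of neutral control wells and 100% = median of 100 nM tunicamycin wells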
ABCB6 inh MLPCN: ABCB6 transporter inhibitors, primary screen, K562-ABCB6 cells, flow cytometry, MLPCN library. ATP-binding cassette sub-family B member 6 (Homo sapiens), Q9NP58. K562-ABCB6 porphyrin accumulation, 1 h; active compounds read low. fluorescence ratio to DMSO, % at 10 µM. 360,000 compounds, 0.19% hits. AID 602162, 2011;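 active means fluorescence ratio to DMSO below 75%, the collection mean minus 3 SD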;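 further: signal is porphyrin accumulated inside mitochondria; 100% equals median channel fluorescence of DMSO control wells; lower ratio means ABCB6 inhibition with less porphyrin fluorescence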
H9c2 protect: cardioprotection against H2O2-induced cell death, primary screen, uHTS, H9c2 cells, ATPLite luminescence | 360,000 compounds, 0.63% hits | AID 588492, 2011 | protection from H2O2 cell death, % at 20 µM | H9c2 cardiomyocytes, H2O2 injury protection, 2 h;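 active means compounds giving at least 50% protection of heart cells from peroxide-induced death in the single-dose screen, raw or plate-pattern-corrected value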;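 further: 0% = DMSO wells with peroxide and 100% = DMSO wells without peroxide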
MC4R antagonist: MC4R antagonists of cAMP signaling, primary screen, cell-based, TR-FRET, antagonist arm of biased-ligand search | Melanocortin receptor 4 (Homo sapiens), P32245 | MC4R-expressing cells, MTII-stimulated cAMP, LANCE TR-FRET | inhibition, % at 6.5 µM | 360,000 compounds, 0.48% hits;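 active means inhibition above its plate's cutoff, the mean of tested wells on that plate plus 3 SD, cut at about 29% in these data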;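 further: 0% = Melanotan II alone and 100% = Melanotan II plus saturating MCL0020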
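Assay system: human MC4R-expressing U2OS cells; reagent: Melanotan II stimulation of cells; dosing: 6.5 µM single dose; timing: compound 30 min, challenge 1 h, detection 1 h; signal: TR-FRET cAMP assay; replicates: one well per compound, no replicates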
ABHD5 PLIN5 PPI: ABHD5-PLIN5 interaction inhibitors, primary screen, cell lysate, split luciferase complementation, luminescence; 360,000 compounds, 0.78% hits; Perilipin-5 (Homo sapiens) + 1-acylglycerol-3-phosphate O-acyltransferase ABHD5 (Homo …; inhibition, % at 4 µM; Split G. princeps luciferase complementation, 4 h;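 active means inhibition above the mean inhibition across every tested compound plus 3 SD, cut at about 22% in these data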;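 further: 0% = DMSO only wells and the 100% control is not disclosed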
Target sequence (Q00G26 whole entry, looked up): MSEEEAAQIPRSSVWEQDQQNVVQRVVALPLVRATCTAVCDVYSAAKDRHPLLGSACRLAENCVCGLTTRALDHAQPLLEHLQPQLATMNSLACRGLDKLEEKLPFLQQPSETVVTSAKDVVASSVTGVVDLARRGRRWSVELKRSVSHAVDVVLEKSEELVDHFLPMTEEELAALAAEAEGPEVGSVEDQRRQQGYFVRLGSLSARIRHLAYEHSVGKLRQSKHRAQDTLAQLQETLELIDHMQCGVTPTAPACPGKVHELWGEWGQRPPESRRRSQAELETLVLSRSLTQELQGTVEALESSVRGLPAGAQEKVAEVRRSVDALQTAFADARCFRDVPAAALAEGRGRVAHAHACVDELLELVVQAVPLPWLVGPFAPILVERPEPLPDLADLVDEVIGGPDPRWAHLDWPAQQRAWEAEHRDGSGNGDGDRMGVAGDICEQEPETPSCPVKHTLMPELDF
Target sequence (Q8WTS1 whole entry, looked up): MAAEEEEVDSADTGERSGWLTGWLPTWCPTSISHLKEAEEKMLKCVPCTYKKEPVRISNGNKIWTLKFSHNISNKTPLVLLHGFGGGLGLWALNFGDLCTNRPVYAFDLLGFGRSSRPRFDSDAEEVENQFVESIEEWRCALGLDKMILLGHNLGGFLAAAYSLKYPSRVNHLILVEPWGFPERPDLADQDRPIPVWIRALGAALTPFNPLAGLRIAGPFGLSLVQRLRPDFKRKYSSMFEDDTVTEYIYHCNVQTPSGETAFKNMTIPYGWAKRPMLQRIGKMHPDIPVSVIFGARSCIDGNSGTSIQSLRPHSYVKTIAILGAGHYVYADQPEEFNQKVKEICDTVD
HTR2A ag: mouse Htr2a agonists via beta-arrestin recruitment, primary screen, cell-based, luminescence. 5-hydroxytryptamine receptor 2A (Mus musculus), P35363. CHO-K1 mHTR2A beta-arrestin complementation; percent of 30 µM serotonin response. activation, % at 7.6 µM. 360,000 compounds, 0.66% hits;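 active means activation above a run cutoff, the mean activation of all tested compounds plus 3 SD, cut at about 14% in these data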;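 further: 0% = plate median of compound wells and 100% = 30 µM serotonin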
MC4R barr agon: MC4R agonists recruiting beta-arrestin, primary screen, cell-based, luminescence, agonist arm of biased-ligand search; Melanocortin receptor 4 (Homo sapiens), P32245; U2OS MC4R beta-arrestin complementation; percent of melanotan II response, DMSO zero; activation, % at 8.9 µM; 360,000 compounds, 0.98% hits; AID 540308, 2011;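 active means activation above a per-plate cutoff, the mean activation of sample wells on that plate plus 3 SD, cut at about 8% in these data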
PDI turbidity: inhibitors of human PDI, primary screen, biochemical, turbidity, single point, plate reader; PDI insulin aggregation turbidity, A650, 90 min; 350,000 compounds, 0.052% hits; inhibition, % at 10 µM; AID 588391, 2011;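 active means mean inhibition across replicates of 30% or more, whatever share of single replicates reach that level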;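 further: absorbance from insulin aggregation driven by PDI reduction with DTT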
CaV13 FRET inh: Disruptors of the CACNA1D IQ motif to Ca2+-dependent inactivation inhibitor domain association, primary screening, Förster resonance energy transfer in intact living …; HEK cells, CFP/YFP FRET ICDI-IQ, plate reader, 10 min; percent FRET-ratio fall versus neutral wells; AID 743397; 340,000 compounds, 0.098% hits; inhibition, % at 12.3 µM;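 active means mean replicate inhibition of at least 30% and at least 1% of replicates passing that level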;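 further: 0% = median of the neutral control wells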
Granule exo inh: LAMP-1 surface exposure blockers, TALL-104 cells – cell-based, flow cytometry, MLPCN library, primary screen; TALL-104 LAMP-1 surface exposure; cells stimulated with thapsigargin and PMA; inhibition, % at 10 µM; 360,000 compounds, 0.66% hits; AID 651702, 2012;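 active means inhibition above about 55%, limit read from the data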
An asterisk follows results filed as active; x = not tested or not shown.

SMILES	Glyco luc inh	ABCB6 inh MLPCN	H9c2 protect	MC4R antagonist	ABHD5 PLIN5 PPI	HTR2A ag	MC4R barr agon	PDI turbidity	CaV13 FRET inh	Granule exo inh
COc1ccc(C(=O)Nc2nnc(SCC(=O)Nc3ccc(NC(C)=O)cc3)s2)c(OC)c1	-10	98	-5	-2	-3	-4	-0.2	11	-2	-3
OC(COc1ccccc1)CN1CCN(Cc2ccc3c(c2)OCO3)CC1 (stereo unspecified)	1	99	6	-6	6	2	-2.1	-2	14	0
CC(C)Cc1cc(C(=O)Nc2ccc3c(c2)OCO3)no1	-9	97	-20	-4	-1	8	0.9	x	-4	0
CC(=O)NS(=O)(=O)c1ccc(NS(=O)(=O)c2ccc(F)cc2)cc1	1	110	-3	-4	5	-1	1.0	-1	-5	1
CC(NC(=O)CN1CCOCC1)c1ccccc1 (stereo unspecified)	3	97	0	13	0	-1	-0.1	-5	-10	-3
O=C(c1ccco1)N1CCC(c2nc3c(nnn3Cc3ccccc3Cl)c(=O)[nH]2)CC1	9	97	5	4	7	2	-0.1	7	-5	9
CC1(C(=O)NS(=O)(=O)c2cccc(OC(F)F)c2)CCN1C(=O)c1ccccc1 (stereo unspecified)	0	100	4	-1	3	4	-2.1	13	-7	3
CC(=O)Nc1ccc(NC(=O)CSc2nnc(NC(=O)c3ccc(Br)o3)s2)cc1	3	102	-17	-5	0	0	-0.8	-4	-9	-12
CCOC(=O)c1cc(C(=O)OCC)c2ccccn2c1=O	2	95	11	11	2	3	1.8	-2	8	-1
OC(COc1ccccc1)Cn1cc(Br)cn1 (stereo unspecified)	0	96	5	10	4	-2	0.3	-2	-5	3
c1ccc(CN2CCC(CNc3ncnc4ccccc34)C2)cc1 (stereo unspecified)	-4	93	-23	9	0	6	0.8	-8	-5	5
O=C1CCC([N+](=O)[O-])C(c2ccc(Cl)cc2)N1 (stereo unspecified)	2	101	8	14	-1	3	-1.6	3	-4	1
CCCc1c(-c2cccc(Cl)c2)ncn1Cc1ccccc1OC	x	118	x	x	-8	-11	x	x	-8	0
O=C(CS(=O)(=O)c1ccc(F)cc1)N1CCOCC1	x	100	0	2	-5	2	-4.1	-1	x	-3
Cc1ccc(-c2nc3ccccc3c(=O)o2)cc1	3	98	-12	2	4	5	0.7	-6	-2	-5
Fc1cccc(CNc2ncnc3ccc(-c4ccc5c(c4)OCO5)cc23)c1	-3	96	-16	2	-5	-6	-0.3	5	-19	65*
CNC(=S)NCCc1ccccc1	2	95	2	2	-1	-1	-0.4	-2	-16	-3
O=C(CC[C@H]1O[C@@H](n2cnc3c(NC(=O)c4ccccc4)ncnc32)[C@H](O)[C@@H]1O)NCc1ccc2c(c1)OCO2	3	95	7	x	2	2	x	x	-5	-3
O=C(Cn1c2ccccc2c2nc3n(c(=O)c21)CCS3)N1CCCC1	-3	104	0	5	-8	-3	-3.4	-2	x	0
CN(CC(=O)Nc1ccccc1Cl)C(=O)c1cc(-c2cccs2)nn1-c1ccccc1	2	101	8	16	-2	0	-0.7	4	-1	-1
CCOc1ccc(-c2c(C(=O)N/N=C(\C)c3cccnc3)nnn2-c2nonc2N)cc1	2	107	2	-1	9	-3	-0.2	-12	-3	26
CCOc1ccc(/C=C2\SC(=S)N(CCCC(=O)NCCCN3CCOCC3)C2=O)cc1	-8	101	-11	1	-4	-9	7.8	10	-3	24
Cc1ccccc1-n1c(SCC(=O)Nc2cccc3ccccc23)nc(O)cc1=O	2	96	0	1	1	1	-3.1	-8	-3	2
Cc1c(C)c2c(OCC(=O)N[C@@H](C(=O)O)c3ccccc3)cc3c(c2oc1=O)CCC(C)(C)O3	2	98	0	2	10	-1	1.9	x	x	-4
COc1cc2[nH]c(=O)n(CCCC(=O)NCCc3ccccc3)c(=O)c2cc1OC	1	96	3	0	-2	3	1.0	-11	-5	-1

4 entries from above, ordered by SMILES length, smallest number first.
SMILES	Glyco luc inh	ABCB6 inh MLPCN	H9c2 protect	MC4R antagonist	ABHD5 PLIN5 PPI	HTR2A ag	MC4R barr agon	PDI turbidity	CaV13 FRET inh	Granule exo inh
CC(C)Cc1cc(C(=O)Nc2ccc3c(c2)OCO3)no1	-9	97	-20	-4	-1	8	0.9	x	-4	0
CC(=O)NS(=O)(=O)c1ccc(NS(=O)(=O)c2ccc(F)cc2)cc1	1	110	-3	-4	5	-1	1.0	-1	-5	1
CC1(C(=O)NS(=O)(=O)c2cccc(OC(F)F)c2)CCN1C(=O)c1ccccc1 (stereo unspecified)	0	100	4	-1	3	4	-2.1	13	-7	3
O=C(CC[C@H]1O[C@@H](n2cnc3c(NC(=O)c4ccccc4)ncnc32)[C@H](O)[C@@H]1O)NCc1ccc2c(c1)OCO2	3	95	7	x	2	2	x	x	-5	-3

Next part:
SMILES	Glyco luc inh	ABCB6 inh MLPCN	H9c2 protect	MC4R antagonist	ABHD5 PLIN5 PPI	HTR2A ag	MC4R barr agon	PDI turbidity	CaV13 FRET inh	Granule exo inh
CC(C)OC(=O)c1cc2c(ccn2C)n1CC(=O)N(Cc1ccccc1)c1ccccc1	-13	101	-3	5	-6	0	2.4	2	-2	1
COc1cc(C(=O)Nc2cc(C)c(OCC(=O)N3CCOCC3)c(C)c2)cc(OC)c1OC	-1	98	18	3	-3	-3	-1.6	1	-5	-3
CC(=O)Nc1cccc(NC(=O)c2ccco2)c1	2	95	1	8	4	-3	-1.1	0	-5	3
O=C(N/N=C\c1cccs1)c1sccc1-n1cccc1	1	96	-7	12	-6	4	-3.1	-2	-5	-1
Cc1ccc2c(CC(=O)NNC(=O)c3ccncc3)coc2c1	3	104	5	-2	-6	-1	-1.7	-11	-6	-1
CS(=O)(=O)N(CC(=O)N1CCOCC1)c1ccc(Cl)cc1	1	96	1	-1	-2	-1	0.4	4	-21	-10
O=c1[nH]c(/C=C/c2ccc(Br)cc2)nc2ccccc12	-8	99	-17	3	4	2	0.9	-8	-13	-1
CCN(C(=O)COC(=O)/C=C/c1ccccc1)C1CCCCC1	-1	96	4	12	6	-3	-2.3	-3	-4	-1
COc1cc(C2Nc3ccc4ncccc4c3C3=C2C(=O)CCC3)ccc1O (stereo unspecified)	13	92	11	-7	-2	-2	-1.2	5	x	1
CCc1cccc(C)c1NC(=O)CC(C)(C)CC(=O)O	1	104	4	7	-6	18*	1.4	8	-20	-1
OC(c1ccccc1)c1nc(-c2cccs2)cs1 (stereo unspecified)	1	99	-3	-5	-4	-7	-1.0	-11	-6	-7
CS(=O)(=O)Nc1ccccc1C(=O)N1CCOCC1	1	103	1	4	3	4	-0.6	-1	-4	3
CCn1ncc(NC(=S)NCCc2ccccc2)c1C(N)=O	0	94	-1	21	4	-3	-1.2	5	-5	-5
COc1ccc(N2C(=O)N[C@@H](Cc3ccccc3)C2=O)cc1OC	0	99	10	15	-1	-10	0.3	0	-21	4
C[C@H](N)c1nnc(SCC(N)=O)o1	-1	104	9	11	2	-2	3.9	4	-14	-3
Cc1cc2c3c(c1)C1(SCC(=O)N1c1ccc(F)cc1)C(=O)N3C(C)(C)CC2C (stereo unspecified)	-7	99	-6	6	-4	-2	0.3	-4	-7	2
NC1=NC(=O)C2(COC(c3cccnc3)OC2)S1 (stereo unspecified)	0	90	0	-1	2	3	1.1	-2	-9	1
O=C(CCNS(=O)(=O)c1cccc2nsnc12)NCCc1ccccc1	1	101	-13	1	-3	0	-0.6	5	-5	4
C=CCN1C(=O)C(CC(=O)O)SC1=Nc1ccc(C)cc1 (stereo unspecified)	0	98	10	3	1	-3	-0.6	-1	1	-1
COc1cccc(-c2cc(C(=O)Nc3ccn(Cc4ccc(C)cc4)n3)no2)c1	-2	93	-8	2	-2	-1	-2.2	1	-2	5
Cc1cc(C)c(S(=O)(=O)c2ccc(F)cc2)c(C)c1	-3	90	-9	0	1	-2	1.0	-6	-6	-1
CCOc1ccc(NC(=O)CN(C)C(=O)C2(c3ccccc3)CC2)cc1OCC	2	98	1	12	12	6	-2.4	4	-6	-4
C=CCc1cccc(CNc2c(C)cc(C)cc2C)c1O	4	97	-2	1	1	-4	-1.5	1	-3	-8

Whole records from above:
C=CCN1C(=O)C(CC(=O)O)SC1=Nc1ccc(C)cc1 (stereo unspecified) is listed with Glyco luc inh: 0; ABCB6 inh MLPCN: 98; H9c2 protect: 10; MC4R antagonist: 3; ABHD5 PLIN5 PPI: 1; HTR2A ag: -3; MC4R barr agon: -0.6; PDI turbidity: -1; CaV13 FRET inh: 1; Granule exo inh: -1
CCOc1ccc(NC(=O)CN(C)C(=O)C2(c3ccccc3)CC2)cc1OCC is listed with Glyco luc inh: 2; ABCB6 inh MLPCN: 98; H9c2 protect: 1; MC4R antagonist: 12; ABHD5 PLIN5 PPI: 12; HTR2A ag: 6; MC4R barr agon: -2.4; PDI turbidity: 4; CaV13 FRET inh: -6; Granule exo inh: -4

Rewritten bar-delimited: two of the compounds above.
SMILES | Glyco luc inh | ABCB6 inh MLPCN | H9c2 protect | MC4R antagonist | ABHD5 PLIN5 PPI | HTR2A ag | MC4R barr agon | PDI turbidity | CaV13 FRET inh | Granule exo inh
O=c1[nH]c(/C=C/c2ccc(Br)cc2)nc2ccccc12 | -8 | 99 | -17 | 3 | 4 | 2 | 0.9 | -8 | -13 | -1
CCOc1ccc(/C=C2\SC(=S)N(CCCC(=O)NCCCN3CCOCC3)C2=O)cc1 | -8 | 101 | -11 | 1 | -4 | -9 | 7.8 | 10 | -3 | 24
